Screening results from PubChem BioAssay.
PAFAH2 inh = PAFAH2 (human) inhibition; inhibition, % at 3.39 µM; 0.99% of 340,000 active; Q99487; recombinant PAFAH2, FP-rhodamine activity probe, fluorescence polarization;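 active = inhibition above the mean over all tested compounds plus 3 SD, cut at about 30% in these data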;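 also: inhibitors block probe labeling of enzyme so polarization drops; 0% = enzyme with DMSO and 100% = wells lacking PAFAH2 protein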
PP1 inh = counter-screen for PP5 inhibitors: inhibitors of human PP1-alpha. P62136. purified PP1alpha, OMFP fluorescence. inhibition, % at 6.7 µM. 0.9% of 320,000 active;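 active = inhibition above the mean inhibition of all tested compounds plus 3 SD, computed separately for each screening campaign, cut at about 15% in these data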
AHR act = activates the human aryl hydrocarbon receptor | P35869 | AHR-responsive luciferase reporter cells, luminescence | activation, % at 5 µM | 2.5% of 320,000 active; in the data active = activation above about 47%;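 also: 0% = vehicle wells and 100% = reference agonist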
Target sequence (P35869 whole entry, looked up): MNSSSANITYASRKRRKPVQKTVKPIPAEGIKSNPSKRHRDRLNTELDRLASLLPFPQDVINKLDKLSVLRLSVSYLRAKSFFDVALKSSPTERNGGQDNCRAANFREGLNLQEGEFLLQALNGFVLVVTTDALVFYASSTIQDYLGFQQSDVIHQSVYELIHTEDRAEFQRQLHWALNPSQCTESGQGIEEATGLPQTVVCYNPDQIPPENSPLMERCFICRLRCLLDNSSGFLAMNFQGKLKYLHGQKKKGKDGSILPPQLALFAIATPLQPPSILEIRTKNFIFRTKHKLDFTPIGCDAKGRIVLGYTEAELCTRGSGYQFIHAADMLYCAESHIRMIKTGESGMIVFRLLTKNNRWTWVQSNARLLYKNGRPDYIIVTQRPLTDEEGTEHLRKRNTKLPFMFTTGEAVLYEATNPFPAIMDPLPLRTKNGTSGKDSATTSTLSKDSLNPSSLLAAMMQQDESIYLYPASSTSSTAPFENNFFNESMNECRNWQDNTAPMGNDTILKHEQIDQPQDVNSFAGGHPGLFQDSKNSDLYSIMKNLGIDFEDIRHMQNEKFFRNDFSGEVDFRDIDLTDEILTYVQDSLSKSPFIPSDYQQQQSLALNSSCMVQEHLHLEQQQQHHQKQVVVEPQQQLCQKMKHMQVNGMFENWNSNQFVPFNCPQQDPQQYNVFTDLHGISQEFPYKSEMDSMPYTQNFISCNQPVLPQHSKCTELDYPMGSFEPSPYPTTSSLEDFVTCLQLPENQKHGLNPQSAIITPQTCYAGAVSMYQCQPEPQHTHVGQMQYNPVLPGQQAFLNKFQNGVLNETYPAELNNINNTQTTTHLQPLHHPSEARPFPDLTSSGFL
TPT1 inh = C. albicans TPT1 enzyme inhibition; recombinant caTPT1, FP RNA substrate dephosphorylation; inhibition, % at 5 µM; 0.81% of 300,000 active; AID 1962;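 active = inhibition above the mean of all tested compounds plus 3 SD, set per screening campaign, cut at about 24% in these data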;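 also: plate controls were DMSO alone for no effect and ferristatin control at 100 nM for full effect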
proCasp7 act = activates human procaspase-7, counter-screen for procaspase-3 activators | recombinant procaspase-7, Ac-DEVD-pNA absorbance 405 nm; D23A/D198A/D206A triple mutant, cannot self-cleave; scale: DMSO 0, 5 µM enzyme 100 | P55210 | activation, % at 8.5 µM | 0.093% of 330,000 active | AID 463210;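 active = percent activation above the screen-wide mean plus 3 SD, cut at about 25% in these data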
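buffer or medium = Zinc-free HEPES/NaCl buffer, pH 7.4 | material = Procaspase-7 triple mutant (PC-7 D3A) | input = 2 µM procaspase-7 mutant as dispensed | signal = Epi-absorbance of released pNA at 405 nm, two timepoints | timing = 1 h preincubation, 2 h reaction | replicates = singlicate compound testing | evaluation = % activation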
Fh CTSL1 inh = cathepsin L1 inhibition, PFM18AAP counter-screen; recombinant F. hepatica cathepsin L1, Z-Leu-Arg-MCA fluorescence; inhibition, % at 5.96 µM; 0.49% of 300,000 active;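 active = inhibition above the mean of all tested compounds plus 3 SD, set per screening campaign, cut at about 17% in these data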;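 also: 0% = plate median of test compound wells and 100% = 1 µM Z-Phe-Ala-diazomethylketone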
PP5 inh = blocks human protein phosphatase 5 activity. P53041. purified PP5c, OMFP substrate fluorescence. inhibition, % at 6.7 µM. 0.18% of 320,000 active;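 active = inhibition above the campaign's mean inhibition across all tested compounds plus 3 SD, cut at about 9.5% in these data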;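 also: 0% = DMSO only and 100% = 100 µM cantharidin control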
procasp3 activ = activates human procaspase-3 | P42574 | recombinant procaspase-3 D3A, Ac-DEVD-pNA absorbance 405 nm | activation, % at 8.5 µM | 0.11% of 330,000 active;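 active = activation above the mean of all tested compounds plus 3 SD, cut at about 21% in these data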;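 also: 0% = DMSO alone and 100% = DMSO wells spiked with extra 5 µM PC-3 D3A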
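Compound: 8.5 µM single point, 0.8% DMSO / Material: Autoprocessing-dead procaspase-3 D3A mutant enzyme / Timing: 1 h preincubation plus 2 h reaction at 25 °C / Medium: Zinc-free HEPES/NaCl buffer with 0.01% Triton X-100 at pH 7.4 / Technique: 405 nm absorbance of p-nitroaniline, reads at 0 and 120 min / Repeats: one well per compound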
core dimer inh = HCV core protein dimerization inhibition; TR-FRET GST/Flag-core106 dimerization, 1536-well; inhibition, % at 5 µM; 0.33% of 300,000 active; AID 1899;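 active = inhibition above the mean of all tested compounds plus 3 SD, set per screening campaign, cut at about 45% in these data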
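Test system: GST/Flag-tagged HCV core106 proteins; Medium: KF-containing HEPES buffer, pH 7.45, DTT, CHAPS, BSA; Times: compound-protein-antibody incubation 4 h at 22.5 °C; Detection: TR-FRET 671 and 617 nm emission; Benchmarks: wells lacking GST-core106 and wells with excess unlabelled core106.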
* marks the source's active call; other numbers are inactive results; · = not tested or not shown.

Results follow in this order: PAFAH2 inh	PP1 inh	AHR act	TPT1 inh	proCasp7 act	Fh CTSL1 inh	PP5 inh	procasp3 activ	core dimer inh
Cc1cccn2c(=O)c(C=Nc3ccccc3)c(NCc3ccco3)nc12
→ 5	2	15	4	1	3	0.0	2	22
CCCCN(CCCC)S(=O)(=O)c1ccc(N2CCCC2=O)c([N+](=O)[O-])c1
→ 0	-4	-2	2	5	2	0.6	-3	2
Cc1cc(C)cc(C(=O)NCC(=O)OCC(=O)N2CCCCC2)c1
→ -5	-3	0	-2	11	-11	1.1	2	-7
CCN(CC)C(=O)Cn1cc(S(=O)(=O)CC(=O)NCCc2ccccc2)c2ccccc21
→ 6	3	2	-1	-6	-6	1.9	2	0
O=C(COc1ccc(Br)cc1Br)NN1C(=O)c2ccccc2C1=O
→ ·	1	6	-6	2	-6	-0.7	1	1
COc1cccc(/C=N/Nc2ncnc3scc(-c4ccccc4)c23)c1OC
→ -7	-2	53*	-1	2	0	0.4	-31	7
COCCn1cnnc1SCC(=O)Nc1ccc(Br)cc1F
→ 0	0	3	1	6	-1	-1.8	5	-2
COc1ccc(NC(=O)CSc2nc3sc(C)cc3c(=O)n2C)c(OC)c1
→ -4	-2	6	1	-3	6	-1.4	-9	1
Cn1nc(-c2ccc(C(=O)NCC3CCCO3)cc2)c2ccccc2c1=O (configuration not stated)
→ -2	-2	-1	-3	4	0	0.1	0	6
FC(F)(F)c1nnc(Nc2ccc(Cl)cc2)s1
→ ·	1	-3	-6	-4	-1	3.2	-4	-9
Cc1ccc(C(=O)NCCCN2CCOCC2)cc1Cl
→ 8	18*	2	0	-10	-5	-3.9	0	2
COc1ccc(Cc2nn[nH]n2)cc1
→ -4	2	3	3	-11	-26	2.0	9	-5
O=C(CSc1ccc([N+](=O)[O-])cn1)Nc1ccc(N2CCOCC2)c(Cl)c1
→ -1	-4	1	2	8	2	1.5	6	-1
CCc1cc(C(=O)Nc2cc(S(=O)(=O)N(CC)CC)ccc2N2CCOCC2)sc1C
→ -44	5	2	1	-6	4	5.3	11	16
O=C(O)CSc1nc2ccccc2n1C1CCCCC1
→ -4	-6	3	1	3	-6	0.0	-1	-2
COc1cc(OC)c(OC)cc1CN1CCCC(C(=O)c2ccc3c(c2)OCO3)C1 (configuration not stated)
→ -1	3	-1	-4	-4	0	0.6	2	-1
Cc1cccc(COc2coc(CN3CCN(C(=O)c4ccco4)CC3)cc2=O)c1
→ 0	-5	3	3	-7	3	-1.3	5	-4
COc1ccc(Br)cc1C1SCCN1S(C)(=O)=O (configuration not stated)
→ 5	-2	4	1	-5	0	2.5	1	2
CC(C)(C)NC(=O)C(c1c[nH]c2ccccc12)N(C(=O)Cn1nnc(-c2ccc(Cl)cc2)n1)c1ccccc1F (configuration not stated)
→ -18	1	2	2	-3	-2	0.6	0	35
CC(C)C(C(=O)NCC1CCCO1)N(C(=O)CNS(=O)(=O)c1ccc(F)cc1)C1CCCCC1 (configuration not stated)
→ 10	-2	0	-2	3	5	-0.1	3	-1
COc1cc(/C=C(\C#N)C(=O)N2CCCCC2)ccc1O
→ 6	-6	0	-3	-7	-1	2.6	0	4
CCOC(=O)C1CCN(C(=O)c2cccc(S(=O)(=O)N(C)C3CCCCC3)c2)CC1
→ 6	-7	-3	-4	-3	1	0.2	9	-8
CSc1ccccc1OCc1cc(C(=O)N2CCN(c3ncccn3)CC2)no1
→ 4	1	5	1	6	2	3.3	-6	27
Cn1c(=O)oc2cc(S(=O)(=O)N3CCCCC3)ccc21
→ 4	0	2	-2	6	3	2.8	-1	-3
Cc1ccc(CNC(=O)N[C@@H](Cc2ccccc2)C(=O)O)cc1
→ 0	-3	-1	0	4	4	-5.4	4	-7
O=C(O)COc1ccc(/C=C2\SC(=Nc3ccccc3)N(c3ccccc3)C2=O)cc1
→ -7	4	-5	-2	4	0	4.3	5	2
CCc1ccccc1NC(=O)c1ccc([N+](=O)[O-])s1
→ 11	-1	0	1	7	0	-0.9	3	-1
CN(c1ccc(C(=O)Nc2ccc3c(c2)n(C)c(=O)n3C)cc1)S(C)(=O)=O
→ 2	-1	3	4	-4	2	1.9	-5	5
O=C(COC(=O)c1cc(S(=O)(=O)N2CCCCC2)ccc1N1CCOCC1)c1ccc(Cl)cc1
→ -3	-1	1	-3	5	4	-0.5	6	9
COCOc1ccc(C=O)c(OCOC)c1
→ -3	-6	0	2	-1	-4	3.3	0	1
Cc1[nH]c(=O)[nH]c(=O)c1N1CCOCC1
→ 4	-8	-1	-1	2	-3	1.5	-5	-3
O=C(O)/C=C/C(=O)Nc1cccnc1
→ -8	3	1	-2	2	0	0.6	-16	-1
CCN1C(=O)CC(C(=O)Nc2ccc(F)cc2)SC1=Nc1ccc2c(c1)OCO2 (configuration not stated)
→ -1	3	-4	0	14	0	1.9	2	17
CS(=O)(=O)N1CCN(c2ccccc2NC(=S)NC(=O)c2ccco2)CC1
→ 4	1	4	2	2	3	-1.3	-2	2
CCN1C(=O)/C(=C/c2cccs2)N(C)C1=S
→ 5	-1	0	4	3	0	5.5	-10	-7
COc1ccc2nc(SCC(=O)Nc3ccc(S(=O)(=O)Nc4nccc(C)n4)cc3)[nH]c2c1
→ -7	-3	0	2	1	0	5.5	-8	-2
COc1ccc(S(N)(=O)=O)cc1C(=O)OCCCOC(=O)c1cc(S(N)(=O)=O)ccc1OC
→ 2	0	-5	-3	0	-2	0.7	0	-25
CN1CCN(C(=O)c2ccc3c(=O)n(-c4ccc(F)cc4)c(=S)[nH]c3c2)CC1
→ 6	-15	1	6	2	1	-1.8	0	0
COc1cc(CNCCCCO)ccc1OCc1ccccc1F
→ -1	-1	11	-8	-1	3	-1.0	4	1
O=C(Nc1ccon1)c1ccc(N2CCCCC2)c([N+](=O)[O-])c1
→ 0	-1	34	1	-1	-18	1.5	-7	-1
CN=C(Nc1ccc(Br)cc1)SC1CC(=O)N(c2ccc(OC)cc2)C1=O (configuration not stated)
→ 7	0	3	1	1	2	2.0	4	-1
CCn1c(SCC(=O)Nc2nc(C)cs2)nnc1C(NC(=O)c1ccccc1Cl)C(C)C (configuration not stated)
→ -4	0	3	3	4	1	-1.6	1	0
COc1ccc(C(=O)c2c3ccc(C(F)(F)F)cc3[n+]([O-])n2CCCC(N)=O)cc1
→ -1	-2	19	2	2	-2	0.0	7	-7
CCN1/C(=C2\OC(=S)N(C)C2=O)Sc2ccccc21
→ 4	-1	4	5	0	2	-0.2	7	4
COc1ccc(N2C(=O)C3C(c4ccc(OC)cc4O)NC(Cc4ccccc4)(C(=O)O)C3C2=O)cc1 (configuration not stated)
→ -4	-3	2	0	7	0	-2.1	0	2
Cn1c(Cc2cccc3ccccc23)nnc1SCC(=O)N1CCN(c2ccccc2)CC1
→ 2	1	0	0	15	2	0.2	-6	6
CC(C)CNS(=O)(=O)c1ccc(S(=O)(=O)NC2CCOC(C)(C)C2)cc1 (configuration not stated)
→ 0	-2	1	-2	8	-1	1.1	0	0
COc1ccccc1N1CCN(S(=O)(=O)c2ccc(-n3cnnn3)cc2)CC1
→ 4	1	4	-1	-3	-4	4.2	7	7
O=C1c2cccc3cccc(c23)C(=O)N1OS(=O)(=O)c1ccccc1
→ 16	2	3	3	-18	2	0.4	2	-4
Cc1ccc(NC(=S)N(CCCN2CCOCC2)Cc2cccnc2)cc1C
→ -8	3	0	0	-1	-2	-1.5	4	2

Next section.
Results follow in this order: PAFAH2 inh	PP1 inh	AHR act	TPT1 inh	proCasp7 act	Fh CTSL1 inh	PP5 inh	procasp3 activ	core dimer inh
CN(C(=O)Nc1ccccc1)C1CCS(=O)(=O)C1 (configuration not stated)
→ -5	-1	3	1	0	-1	2.6	7	-1
Cc1cccc(NC(=O)c2ccc(S(=O)(=O)NCc3cccnc3)cc2)c1
→ -7	3	9	-1	-3	-2	3.5	-5	10
Cc1cc(S(=O)(=O)N2CCOCC2)ccc1OCC(=O)Nc1cccc(C(F)(F)F)c1
→ -11	-5	-1	-2	15	2	-0.5	6	1
CCNC(=S)N1CCN(S(=O)(=O)c2ccc(Cl)s2)CC1
→ 1	·	-1	·	1	·	·	-6	·
O=C(CNC(=O)COc1ccccc1)NCc1ccccc1F
→ -5	-7	0	-1	10	-2	0.4	1	6
CC(=O)c1c(C)oc2ccc(NS(=O)(=O)c3ccc(C)cc3)cc12
→ 2	-4	10	1	-5	-2	5.7	-5	-10
Cc1c(NC(=O)c2cc3nc(-c4ccc(Cl)cc4)cc(C(F)(F)F)n3n2)c(=O)n(-c2ccccc2)n1C
→ 0	-2	4	0	8	5	1.7	7	16
Cc1ccc(C(=O)Nc2cccc3ccccc23)cc1
→ -4	0	6	-1	4	-1	-1.8	0	2
CCOc1ccc(C(=O)Nc2cc(=O)n(C)c(=O)n2C)cc1
→ -1	0	5	0	10	0	-3.0	4	8
O=[N+]([O-])c1ccc(S(=O)(=O)NCC2CCCO2)cc1 (configuration not stated)
→ -7	-2	3	0	-4	-1	1.6	0	-5
O=C(NC1=NCCS1)C1CCN(S(=O)(=O)c2ccccc2C(F)(F)F)CC1
→ 9	-5	4	·	3	·	0.8	0	·
Cc1cc(C)cc(OCC(=O)Nc2cccc(C(=O)O)c2)c1
→ -2	2	4	-2	2	-1	-0.3	4	0
CS(=O)(=O)N1CCC(C(=O)N2CCN(c3ccc(F)cc3)CC2)CC1
→ 4	-3	0	1	5	-2	0.4	-1	0
CC(C)c1c(C(=O)N/N=C/c2ccc(OCc3ccccc3)cc2)nnn1-c1nonc1N
→ -1	8	-1	-1	-2	4	3.2	4	20
Cc1ccc(S(=O)(=O)N2CCOCC2)cc1NC(=O)CSc1n[nH]c(N)n1
→ -2	-3	2	0	3	0	1.1	1	-2
CCCN1CC(=O)N2Cc3[nH]c4ccccc4c3C[C@H]2C1=O
→ -4	-5	-2	-3	2	1	-1.0	3	5
COc1cc2ncnc(NCc3ccc(Cl)cc3)c2cc1OC
→ 2	1	12	-1	6	0	0.0	9	0
CCCCOc1c(Br)cc(/C=N/O)cc1OCC
→ 3	6	10	-3	-2	-2	7.0	0	1
CCN(CC)S(=O)(=O)c1cc(C(=O)Nc2cccnc2)ccc1Cl
→ 2	0	6	6	1	-2	1.4	13	0
Cc1ccc(C(=O)C2=C(O)C(=O)N(CC3CCCO3)C2c2ccccc2F)o1 (configuration not stated)
→ 18	0	-1	3	-13	2	3.9	-9	-2

Pulled by compound from the list above, three records:
Results follow in this order: PAFAH2 inh	PP1 inh	AHR act	TPT1 inh	proCasp7 act	Fh CTSL1 inh	PP5 inh	procasp3 activ	core dimer inh
Cc1cc(C)cc(OCC(=O)Nc2cccc(C(=O)O)c2)c1
→ -2	2	4	-2	2	-1	-0.3	4	0
O=C(NC1=NCCS1)C1CCN(S(=O)(=O)c2ccccc2C(F)(F)F)CC1
→ 9	-5	4	·	3	·	0.8	0	·
CS(=O)(=O)N1CCC(C(=O)N2CCN(c3ccc(F)cc3)CC2)CC1
→ 4	-3	0	1	5	-2	0.4	-1	0
